All columns: NCI-60 one-dose screen, growth in % after 48 h at 10 µM unless noted; 100 = growth as untreated, 0 = no growth, -100 = all killed.
T-47D: T-47D breast cancer; 79,000 tested, 5% active; AID 1794792
UACC-62: UACC-62 melanoma; 81,000 tested, 5.4% active; AID 1794756
SK-MEL-2: SK-MEL-2 melanoma. 77,000 tested, 4.7% active
HS 578T: HS 578T breast cancer | 78,000 tested, 4.1% active | AID 1794788
BT-549: BT-549 breast cancer; AID 1794793; 78,000 tested, 4.4% active
SK-MEL-28: SK-MEL-28 melanoma; 81,000 tested, 4.1% active; AID 1794761
MALME-3M: MALME-3M melanoma; 78,000 tested, 5.8% active
UACC-257: UACC-257 melanoma. 78,000 tested, 4.4% active. AID 1794764
Active calls of the source: *; . = no result given; [ ] = dose if it differs, or a comment. How the source made its calls: active means growth percent below 10; inactive means the rest.

Below each compound: T-47D	UACC-62	SK-MEL-2	HS 578T	BT-549	SK-MEL-28	MALME-3M	UACC-257
c1ccc(-c2nnsc2-c2ccccc2)cc1
 : 91	85	98	113	98	97	125	102
O=[N+]([O-])c1ccc(NN=C2CCCCCC2)c([N+](=O)[O-])c1
 : .	.	101	90	.	110	106	96
CC(C)CCC[C@@H](C)[C@H]1CC[C@H]2[C@@H]3CC=C4c5sc(Nc6cc(F)cc(F)c6)nc5CC[C@]4(C)[C@H]3CC[C@]12C
 : 99	100	104	105	123	114	107	105
Cc1ccc(C(=O)/C(=C\c2ccc([N+](=O)[O-])cc2)S(=O)Cc2ccc(F)cc2)cc1 (centres undefined)
 : -27*	-35*	62	22	-0.8*	17	-3.2*	92
C[C@H](c1nc2ccc(C(F)(F)F)cc2[nH]1)[C@H]1CC[C@H]2[C@@H]3CCC4=CC(=O)CC[C@]4(C)[C@H]3CC[C@]12C
 : 54	72	102	75	72	88	84	90
CC1(C)N=C(c2ccccc2)C(c2ccccc2)=N1
 : 101	95	95	107	92	121	112	98
O=c1c2cc(F)ccc2oc2c(NCCNCCO)nc3ccccc3c12
 : 85	78	85	67	80	50	56	92
O=c1cc(COc2ccc(N=Cc3ccccn3)cc2)c2cc(Br)ccc2o1
 : 86	89	91	100	84	105	118	107
CC(=O)C(C(C)=O)c1nc2sc3cc(Cl)ccc3n2c(=N)c1C#N
 : 76	62	87	48	.	103	95	108
N=C(N)c1ccc(-c2ccc(-c3ccc(Cl)cc3Cl)o2)cc1
 : 58	72	105	30	95	46	17	91
CCCc1c(C(=O)NC2CCN(Cc3ccccc3)CC2)cnn1-c1ccccc1
 : 84	93	101	93	94	98	94	100
Cc1cc(N=C2NC(=O)CS2)n[nH]1
 : 101	94	99	102	.	108	95	118
N/C(=C\C(=O)n1nc(-c2ccccc2)cc1N)c1ccccc1
 : 47	37	-17*	-6.9*	30	42	43	58
O=C1C(c2ccsc2)=C(c2c[nH]c3ccccc23)C(=O)N1O
 : 90	83	99	93	100	113	95	88
COc1ccc(NC(=O)CSc2nnc(-c3ccc(Cl)cc3)n2-c2ccccc2)cc1
 : 87	77	114	99	106	104	108	107
Cc1c(O)c(O)cc2c3c(oc12)CC(c1ccco1)CC3=O (centres undefined)
 : 69	79	84	98	94	105	112	93
Cn1c(=O)c2[nH]c(CCCc3nc4c(c(=O)n(C)c(=O)n4C)n3C)nc2n(C)c1=O
 : 95	105	91	95	105	117	92	.
C#CC(CCC)NCCCC (centres undefined)
 : .	101	112	101	119	109	109	99
COc1ccc(N)c(N)c1
 : 93	94	121	110	88	111	92	114
CCN(CC)CCCC(C)Nc1cnc(C(=O)Nc2ccc(Cl)c3cccnc23)cn1 (centres undefined)
 : -49*	-52*	58	51	80	.	-72*	-33*
COc1cc(-c2nc3ccc(-c4nnc(SCC(=O)Nc5ccc(C(C)=O)cc5)o4)cc3[nH]2)cc(OC)c1OC
 : 103	93	115	103	108	103	98	105
CC[C@@](C)(NC(=O)C(C)(C)NC(=O)[C@@H](NC(=O)[C@@H]1CCCN1C(=O)C(C)(C)NC(=O)[C@H](CC(C)C)NC(=O)CNC(=O)C(C)(C)NC(=O)[C@@H](NC(=O)C(C)(C)NC(=O)[C@H](CCC(N)=O)NC(=O)[C@H](C)NC(=O)C(C)(C)NC(=O)[C@H](C)NC(=O)C(C)(C)NC(=O)[C@@H]1CCCN1C(=O)C(C)(C)NC(C)=O)C(C)C)C(C)C)C(=O)N[C@@H](CCC(N)=O)C(=O)N[C@@H](CCC(N)=O)C(=O)N[C@H](CO)Cc1ccccc1
 : 0.7*[4.25 µM]	48[4.25 µM]	-9.9*[4.25 µM]	52[4.25 µM]	-50*[4.25 µM]	27[4.25 µM]	-21*[4.25 µM]	.
c1ccc(C2=NN[C@H](c3cn(-c4ccccc4)nc3-c3ccccc3)C2)cc1
 : 43	90	55	-7.8*	49	50	53	65
O=[N+]([O-])c1cccc(C2N=C(N3CCOCC3)Nc3c2sc2ccc(Cl)cc32)c1 (centres undefined)
 : 78	91	101	99	106	122	96	106
Fc1cc2[nH]ncc2c2c3c(c(-c4cn[nH]c4C(F)(F)F)nc12)C1CCC3C1 (centres undefined)
 : 3.9*	-18*	-33*	-11*	-61*	-0.3*	9.4*	0.6*
CC1(C)C2CCC1(C)C1(C2)OCCS1 (centres undefined)
 : 94	87	104	102	88	102	95	102
O=C1CCC(c2ccc(Oc3ccc(C4=NNC(=O)CC4)cc3)cc2)=NN1
 : 75	90	93	97	94	115	115	93
Cc1ccc(N=Nc2c(O)ccc3n[nH]nc23)cc1
 : 96	74	102	93	107	110	95	82
O=c1cc(-c2ccccc2)nc2sc(-c3c[nH]c4ccc(F)cc34)nn12
 : 27	68	.	-4.3*	57	68	22	.
S=c1[nH]c2cnc(Cl)nc2[nH]1
 : 111	110	108	.	113	121	125	100
O=c1[nH]c2c(ccc3cnccc32)c2c1CCC2
 : -7.4*	-81*	-16*	-22*	-52*	-53*	-59*	6.1*
O=C(COc1cccc(/C=C2\Oc3ccc4ccccc4c3C2=O)c1)c1ccc(Cl)cc1
 : 63	83	57	93	3.5*	113	69	96
Fc1cc(F)cc(NNC(=S)c2ccccc2)c1
 : -2.7*	32	76	61	18	49	85	74
N#CCCOCC(COc1ccccc1)OCCC#N (centres undefined)
 : 97	98	100	97	106	112	101	.
COc1ccc(C(=O)/C=C/c2c(-c3ccc(Cl)cc3)nc3sc(C)nn23)cc1OC
 : 89	.	60	88	73	100	.	113
OCCN(CCO)c1ccc(Oc2ccccc2)cc1
 : 91	103	102	107	81	105	117	101
O=C1NC(=O)C(c2ccccc2)=C1Nc1ccc(C(=O)Nc2ccc(Cl)cc2)cc1
 : 35	65	76	93	46	88	72	87
N#Cc1c(-c2ccc(F)cc2)nc(SCc2ccc([N+](=O)[O-])cc2)nc1N1CCOCC1
 : 55	63	87	16	59	82	43	54
CCOC(=O)/C=C(/OC(=O)c1ccc(OC)cc1)c1ccccc1
 : 91	77	104	113	111	115	106	102
CC(=O)O[C@H]1CC[C@@]2(C)[C@@H](CC[C@@H]3[C@@H]2CC(=O)[C@@]2(C)[C@H]3C[C@@H](C(C(C)=O)C(C)=O)[C@@H]2C(C)=O)C1
 : 96	108	121	107	138	117	131	100
Cc1ccnc(NS(=O)(=O)c2ccc(Nc3ccnc(SCC(=O)c4ccc(Cl)cc4)n3)cc2)n1
 : 89	82	102	94	.	114	113	104
CCOC(=O)Cc1cc(Br)c(OC/C=C(/C)CC/C=C(/C)CCC=C(C)C)c(Br)c1
 : 86	69	94	117	112	103	102	90
Nc1nc2ncnc3ncn1c32
 : 75	92	112	99	.	101	93	94
CCN1CCN(C(=O)[C@]2(C)CC[C@]3(C)CC[C@]4(C)C(=CC(=O)[C@@H]5[C@@]6(C)CCC(=O)C(C)(C)[C@@H]6CC[C@]54C)[C@@H]3C2)CC1
 : 21	48	69	77	44	84	80	51
NS(=O)(=O)c1ccc(N2C(=O)/C(=C/c3ccccc3)N=C2c2ccccc2)cc1
 : 87	88	103	69	95	108	88	77
CCOP(=O)(OCC)C(NC(=O)CNC(=O)CN1C(=O)c2ccccc2C1=O)C(=O)NCc1ccccc1 (centres undefined)
 : 108	99	99	99	106	104	105	101
COc1cc(-c2c3c(nn2Cc2ccccc2)CCc2cnoc2-3)cc(OC)c1OC
 : 91	86	120	120	109	113	117	109
Nc1nc(C(=O)N/N=C/c2cccnc2)nn1-c1ccc(S(N)(=O)=O)cc1
 : 99	99	104	97	94	105	89	104
C#C/C(=C\c1ccc(Br)cc1)n1nc2cccc(F)c2n1
 : 59	68	92	83	78	92	84	70
NS(=O)(=O)c1cc[n+]([O-])c2ccccc12
 : 108	106	100	123	105	117	122	95
COc1ccc(Cl)cc1/C=C/C(=O)/C=C(O)/C=C/c1cc(Cl)ccc1OC
 : 82	67	94	83	87	81	74	88
O=C(CCc1nnc2sc(Cc3ccccc3Cl)nn12)c1nc2ccccc2[nH]1
 : 79	84	93	.	97	110	112	102
O=c1c2ccccc2nc(COc2ccccc2)n1NS(=O)(=O)c1ccc(Cl)cc1
 : 75	77	75	75	106	87	82	91
O=C(O)c1ccc(-n2cc(CNc3cccc(F)c3)c(-c3ccc(F)cc3)n2)cc1
 : 97	91	104	101	114	106	91	103
Cc1ccc(-c2nnc(CSc3nc(-c4c(Cl)cccc4Cl)c(C#N)c(=O)[nH]3)o2)cc1
 : 82	99	65	100	85	106	94	85
CN(C)Cc1c(OC(=O)c2ccc(N)cc2)ccc2ccccc12
 : 101	94	116	112	110	108	116	102
CC12CCC3C4(C)COC(c5ccc(Br)s5)OC4CCC3(C)C1CC(C1=CCOC1=O)O2 (centres undefined)
 : 33	54	93	93	47	95	71	71
CS(=O)(=O)NCc1ccco1
 : 77	90	99	106	104	108	97	86
CN1C(=O)/C(=C/c2ccc(C3Oc4ccccc4C4CC(c5ccccc5)=NN43)cc2)SC1=S (centres undefined)
 : 89	91	107	97	97	106	99	103
C=C(C)[C@@H]1CC[C@]2(C(=O)n3ccnc3)CC[C@]3(C)[C@H](CC[C@@H]4[C@@]5(C)Cc6c([nH]c7ccccc67)C(C)(C)[C@@H]5CC[C@]43C)[C@@H]12
 : 68	76	93	93	99	99	106	95

Record cards, as listed above. Order of values: T-47D	UACC-62	SK-MEL-2	HS 578T	BT-549	SK-MEL-28	MALME-3M	UACC-257
N#Cc1c(-c2ccc(F)cc2)nc(SCc2ccc([N+](=O)[O-])cc2)nc1N1CCOCC1 in the list: 55	63	87	16	59	82	43	54
O=c1c2ccccc2nc(COc2ccccc2)n1NS(=O)(=O)c1ccc(Cl)cc1 in the list: 75	77	75	75	106	87	82	91
NS(=O)(=O)c1ccc(N2C(=O)/C(=C/c3ccccc3)N=C2c2ccccc2)cc1 in the list: 87	88	103	69	95	108	88	77
NS(=O)(=O)c1cc[n+]([O-])c2ccccc12 in the list: 108	106	100	123	105	117	122	95
COc1ccc(C(=O)/C=C/c2c(-c3ccc(Cl)cc3)nc3sc(C)nn23)cc1OC in the list: 89	.	60	88	73	100	.	113

More results:
Below each compound: T-47D	UACC-62	SK-MEL-2	HS 578T	BT-549	SK-MEL-28	MALME-3M	UACC-257
O=C(C[n+]1cccc(CO)c1)c1ccc(Br)cc1
 : 82	102	101	98	93	114	99	100
COc1cc(C2CC(=O)Nc3c2c(C)nn3-c2nc3ccccc3[nH]2)c(OC)c2c1OCO2 (centres undefined)
 : 67	55	81	53	76	76	74	85
Cc1ccc(S(=O)(=O)OC2C(OCc3ccccc3)OCC(O)C2O)cc1 (centres undefined)
 : 98	101	.	103	108	103	103	128
CC1(C)[C@@H](O)/C(=C\c2ccccn2)C[C@]2(C)[C@H]3CC[C@@H]4[C@@H](C(=O)/C=C\c5ccccn5)CC[C@@]4(C)[C@]3(C)CC[C@@H]12
 : 51	63	85	114	68	96	91	79
CCOC(=O)c1cc(-c2nc3ccccc3s2)c(=O)n(NS(=O)(=O)c2ccc(Cl)cc2)c1N
 : 88	83	98	97	106	116	108	113
C=C(C)C1CC=C(/C=N/O)CC1 (centres undefined)
 : .	103	108	97	81	103	106	91
Cn1c(=O)c2[nH]c(N/N=C/c3ccc(Br)cc3)nc2n(C)c1=O
 : 80	92	100	77	80	93	87	94
CC1(C)CCC2=C1CC(O)C1(F)C2CCC2=CC(=O)CCC21C (centres undefined)
 : 81	91	96	69	103	92	72	104
O=C(CS(=O)(=O)c1ccc(F)cc1)Nc1ccccc1C(=O)O
 : 101	101	108	103	110	120	112	115
COc1ccc(-c2cc(NC(=O)Nc3cccc(Br)c3)no2)cc1
 : 93	97	104	102	100	104	110	111
Nc1nc2c(ncn2C2CCCC2)c(=O)[nH]1
 : 96	108	109	104	116	114	110	106
Cc1c(C)c2c(c(C)c1OCC(=O)O)CC[C@@](C)(CCC[C@@H](C)CCC[C@@H](C)CCCC(C)C)O2
 : 24[50 µM]	-75*[50 µM]	-27*[50 µM]	23[50 µM]	-4.4*[50 µM]	-15*[50 µM]	-36*[50 µM]	39[50 µM]
Clc1ccc(-c2nnc(CCc3nc(-c4ccc(Br)cc4)no3)o2)c(Cl)c1
 : 109	93	114	105	99	114	104	109
COC(=O)c1cc2n(n1)-c1ncc(C(F)(F)F)cc1Oc1ccccc1-2
 : 65	94	93	91	106	123	96	92
Cc1ccc(-c2nn(-c3ccccc3)cc2/C=C/c2nnc(-c3ccc(Cl)cc3Cl)o2)cc1
 : 74	.	96	82	96	105	82	.
COc1cccc(-c2nn(-c3ccccc3)cc2-c2ccnc(NCCCNS(=O)(=O)c3ccccc3)c2)c1
 : -5.0*	.	30	38	36	.	69	.
Nc1ccccc1-c1cc2c(c3c1[nH]c1ccccc13)CCCCCCCC2
 : 83	102	96	84	94	89	97	102
COC(=O)c1ccc2[nH]c(O)c(C(=Nc3ccc(N(C)C(=O)CN4CCN(C)CC4)cc3)c3ccccc3)c2c1
 : 60	75	-5.0*	-18*	11	29	-6.0*	35
C=CCOc1c(Br)cc(Br)cc1Br
 : 65	37	69	42	67	78	.	79
O=C1Nc2ccccc2/C1=C/c1cn(Cc2cccc3ccccc23)c2ccccc12
 : 80	81	96	91	84	114	95	94
COc1cc(C)cc(-c2nn(CC(N)=O)cc2-c2ccnc(Oc3cccnc3)n2)c1
 : 109	93	113	101	104	110	94	107
CSc1nc2c(c(=O)n1C)CN(Cc1ccccc1)C(C)=N2
 : 61	91	88	101	162	107	149	105
O=C(/C=C/c1ccc(F)cc1)N1CCN(C(=O)/C=C/c2ccc(C(F)(F)F)cc2)CC1
 : 113	97	118	123	115	106	99	97
CC(=O)Nc1ccc(-n2c(O)c(/C=N/NC(=O)Cc3ccccc3Nc3c(Cl)cccc3Cl)sc2=S)cc1
 : 81	95	113	92	104	111	108	103
c1ccc(N2CCN(c3nc(-c4ccccn4)nc4sc5c(c34)CCCCCC5)CC2)cc1
 : 42	59	.	94	97	92	92	.

Screens: PubChem BioAssay, NCI
